IMPase Li cell: qHTS Assay for Identifying the Cell-Membrane Permeable IMPase Inhibitors: Potentiation with Lithium; CHO-M1 cells, IP1 TR-FRET (IP-One), carbachol + lithium; Potency, µM (highest dose often 59.4 µM), for the others: at the highest dose activity, negative = IMPase inhibition, most hits filed as inhibitors; actives 0.35% (n = 210,000); AID 1457, 2008;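 also: IP1 builds up when IMPase is blocked and the TR-FRET signal falls; potency is read from the fitted curve at half-maximal effect; plate controls were basal vehicle for no effect and high inhibitor control for full effect; nearly all actives have a fitted effect of over 50% in size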
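Readout is a homogeneous TR-FRET IP1 immunoassay (Ex 320, Em 665 and 620), where raised cytosolic IP1 lowers signal. Cells were CHO-M1 treated 30 min at 37C with test compounds plus a little lithium; AC50 values came from Hill-equation fitting.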
Luc counter: Counterscreen for Luciferase (Kinase-Glo TM) Inhibition; AID 1379, 2008; Potency, µM (series often up to 38.3 µM), for the others: top-dose activity change, negative = inhibition, actives largely listed as inhibitors; Kinase-Glo luciferase, ATP luminescence, 8 min; Luciferin 4-monooxygenase (Photuris pensylvanica), Q27757; actives 0.28% (n = 200,000); also: potency is read from the fitted curve at half-maximal effect; % is scaled to controls: 0 for no effect and ±100 for the full control effect; nearly all actives have a fitted effect of over 60% in size
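Luminescence was the read-out, taken after 8-minute incubation at ambient temperature. Luciferase turned over luciferin with 10 uM ATP in imidazole pH 7.2 buffer containing KCl, MgCl2, Tween 20 and BSA.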
Epigenetic derep: Quantitative High-Throughput Screen for Regulators of Epigenetic Control | murine LDR cells, GFP reporter derepression, 30 h | Potency, µM (doses to about 53.9 µM), for the others: at the highest dose GFP activation, actives largely listed as activators | actives 0.2% (n = 280,000); also: potency is read from the fitted curve at half-maximal effect; % of control where 0% means no effect; nearly all actives have a fitted effect of over 60% in size
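Murine LDR cells carrying a silenced, genomically integrated CMV-driven GFP reporter were exposed to compound for 30 hours at 37 C. After PBS washes, GFP-positive cells (20–120 um objects) were counted by laser-scanning microplate cytometry.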
CBFb-RUNX1 inh: qHTS Assay for Compounds Blocking the Interaction Between CBF-beta and RUNX1 for the Treatment of Acute Myeloid Leukemia. AID 1477, 2009. AlphaScreen CBFb-His/RUNX1-biotin binding, biochemical. 230,000 tested, under 10 active. Runt-related transcription factor 1 (Homo sapiens) + Core-binding factor subunit beta …. Potency, µM (highest dose often 59.8 µM), without a hit: at the top dose activity, negative = inhibition, hits mostly inhibitors; also: % of control where 0% means no effect
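AlphaScreen binding: CBFb-His and RUNX1-biotin (30 nM each) preincubated 20 min, compound added for 15 min, then nickel and streptavidin beads for 90 min, all at room temperature. Disruption of the interaction by any mechanism counts as activity.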
NPSR antagonist: qHTS Assay for Antagonists of the Neuropeptide S Receptor: cAMP Signal Transduction; Potency, µM (series often up to 38.3 µM), without a hit: top-dose activity change, negative = inhibition, usual class: inhibitors; AID 1461, 2008; Q6W5P4; actives 1% (n = 220,000); CHO-NPSR cells, cAMP TR-FRET, antagonist mode; also: potency is read from the fitted curve at half-maximal effect; % is scaled to controls: 0 for no effect and ±100 for the full control effect; nearly all actives have a fitted effect of over 50% in size; many of its hits are not listed in these tables
Target sequence (Q6W5P4 whole entry, looked up): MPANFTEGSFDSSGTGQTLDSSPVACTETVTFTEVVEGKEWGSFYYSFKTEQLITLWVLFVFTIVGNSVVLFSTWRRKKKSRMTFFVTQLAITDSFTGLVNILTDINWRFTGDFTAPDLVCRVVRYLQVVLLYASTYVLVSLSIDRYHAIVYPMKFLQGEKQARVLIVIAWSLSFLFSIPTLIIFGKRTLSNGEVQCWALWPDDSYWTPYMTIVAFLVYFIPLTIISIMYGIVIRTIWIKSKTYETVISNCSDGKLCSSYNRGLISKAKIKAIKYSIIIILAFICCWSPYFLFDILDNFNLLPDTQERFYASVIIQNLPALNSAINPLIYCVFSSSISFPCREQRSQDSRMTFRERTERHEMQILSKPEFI
LMNA splice mod: qHTS Assay for Modulators of Lamin A Splicing; HeLa LMNA splicing GFP/RFP minigene ratio, 48 h; Potency, µM (doses to about 46.1 µM), for the others: top-dose ratio change, negative = inhibition, most hits filed as inhibitors; actives 0.01% (n = 200,000); active = well fitted inhibition curve with a large enough effect in the signal ratio, with a control signal flat, not every such curve was filed as active; inconclusive = small, poorly fitted or top-dose-only effect, or effect the other way, or a change in a side signal; the % refers to the signal ratio; also: potency is read from the fitted curve at half-maximal effect; % is scaled to controls: 0 for no effect and ±100 for the full control effect
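S3 HeLa stable clones carrying a lamin A-EGFP splicing minigene plus DsRed2 were seeded at 600 cells/well in Opti-MEM with 2% FBS, pin-dosed and incubated 48 h at 37°C. Acumen cytometry (488 nm) gave the GFP/RFP total-intensity ratio.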
aGal spleen mod: qHTS Assay for Inhibitors and Activators of Human alpha-Galactosidase From Spleen Homogenate; Alpha-galactosidase A (Homo sapiens), P06280; human spleen homogenate, 4MU-alpha-Gal fluorescence, 40 min; Potency, µM (highest dose often 80 µM), for inactives: at the top dose activity change, negative = inhibition, most hits filed as inhibitors; actives 0.008% (n = 240,000); AID 2107, 2009;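 also: potency is read from the fitted curve at half-maximal effect; 0% = enzyme with vehicle and -100% = no enzyme basal signal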
Target sequence (P06280 32-429 limits assumed): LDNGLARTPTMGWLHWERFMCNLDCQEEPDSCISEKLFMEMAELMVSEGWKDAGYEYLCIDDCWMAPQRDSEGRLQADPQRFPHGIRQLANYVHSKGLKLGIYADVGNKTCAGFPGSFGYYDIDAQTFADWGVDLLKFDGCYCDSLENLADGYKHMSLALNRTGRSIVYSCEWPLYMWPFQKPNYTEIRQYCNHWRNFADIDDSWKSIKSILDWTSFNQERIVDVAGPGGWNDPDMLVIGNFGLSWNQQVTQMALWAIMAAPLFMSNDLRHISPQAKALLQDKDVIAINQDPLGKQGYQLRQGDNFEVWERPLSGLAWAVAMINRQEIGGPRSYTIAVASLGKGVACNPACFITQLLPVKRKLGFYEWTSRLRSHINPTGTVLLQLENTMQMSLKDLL
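Fluorogenic readout (Ex 365/Em 440 nm) of 4-methylumbelliferone released from 1 mM 4-MU-alpha-galactoside by spleen homogenate, 40 min at 37C, pH 5.0. Data normalized to no-enzyme and enzyme controls; Hill-equation AC50 from compound titrations.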
Starred values were filed as active, the others as inactive; ? = inconclusive; nt = no result given; & = joins results of further samples; [ ] = dose if it differs, or a comment. Unless noted, calls follow the shape of the dose curve; as a rule, active = well fitted curve in the direction sought with a large enough effect; inconclusive = small, poorly fitted or top-dose-only effect, or another doubt; inactive = no such curve, though single readings can be large; an effect the other way counts as inactive or inconclusive. Not all compounds are listed. The share of hits here may be higher or lower than overall.

SMILES	IMPase Li cell	Luc counter	Epigenetic derep	CBFb-RUNX1 inh	NPSR antagonist	LMNA splice mod	aGal spleen mod
Cc1ccc(-n2cc(CN3CCCN(C=O)CC3)c(-c3ccc(F)cc3)n2)cc1	-1%	1%	3.8%	3%	31%	nt	6%
Clc1cccc(Cl)c1CSc1nnc(-c2ccncc2)s1	nt	nt	-1.3%	-3%	10%	nt	0%
O=C(COC(=O)C1CC(=O)N(Cc2ccccc2)C1)Nc1ccccc1F (centres undefined)	-10%	-3%	1.1%	-3%	16%	4%[46 µM]	4%
Clc1cccc(Cl)c1Cn1ccc(C2CC2)n1	3%	-7%	-0.4%	23%	-32%	?	-5%
CCCN(CCC)CCCNC(=O)CC(C(=O)N1CCc2ccccc21)n1ccnc1 (centres undefined)	-3%[38.3 µM]	-5%	1.2%	-3%	4%[46.1 µM]	0%	-1%
Cc1ccc(S(=O)(=O)c2cc3c(=O)n4cc(C)ccc4nc3n(CC3CCCO3)c2=N)cc1 (centres undefined)	-10%[38.3 µM]	0%	?	-1%	-5%[46.1 µM]	-4%	11%
N#Cc1ccccc1CN1C(=O)S/C(=C/c2cccn2-c2ccc(C(=O)O)cc2)C1=O	23%[38.3 µM]	-3%	-1.0%	?	-22%[46.1 µM]	11%	-8%
COc1cc(-c2cc(=O)c3c(O)c(OC)c(OC)c(OC)c3o2)cc(OC)c1OC	13%	0%	-1.2%&0.0%	16%	1%	?	6%&5%
CC1(C)Cc2c(sc3nc4n(c(=N)c23)CCCCC4)CO1	13%[38.3 µM]	3%	-1.0%	2%	-1%[46.1 µM]	-1%	-5%
CCCC12CN3CCN(CC(C3)/C1=N\NC(=O)c1ccc(F)cc1)C2	-2%	1%	0.9%	-2%	19%	nt	0%
Cc1ccc(S(=O)(=O)NN)c(C)c1N1CCCC1=O	nt	nt	0.1%	-2%	6%	nt	1%
O=C(N/N=C/c1cccc([N+](=O)[O-])c1)c1c[nH]c2ccccc12	nt	nt	0.0%	3%	-19%	nt	-1%
CC(=O)Nc1ccc(S(=O)(=O)Nc2ccc3c(c2)OCCO3)cc1	5%	-1%	-2.9%	6%	14%	?	1%
CCc1nnc2c(N(C)C)nc3ccccc3n12	0%	2%	0.3%	8%	8%	-6%	-1%
CCOc1ccc(Cc2nccc3cc(OCC)c(OCC)cc23)cc1OCC	11%&1%	-3%	-1.3%	8%	nt	?	-6%
COc1cccc(Nc2nc(-c3sc(NC(=O)c4ccccc4)nc3C)cs2)c1	27%[38.3 µM]	-5%	-1.2%	-8%	-16%[46.1 µM]	?	8%
Cc1ccc(CN2CCNC(=O)C2CC(=O)N(C)CCc2ccccc2)cc1 (centres undefined)	nt	nt	0.5%	-1%	-10%	nt	-1%
O=C(c1ccco1)N1CCN(C(=O)c2cccc3c2C(=O)N(C2CCCCC2)C3)CC1	-6%	10%	?	-7%	2%	5%	-1%
Cc1ccc(NC2c3ccccc3C(=O)N2c2cccnc2)cc1 (centres undefined)	nt	nt	2.5%	1%	-34%	nt	3%
CC1CC(C)CN(c2nc(NCc3ccco3)nc(N)c2[N+](=O)[O-])C1 (centres undefined)	17%	2%	5.2%	-2%	-11%	?	7%
c1ccn2cc(-c3ccc4c(c3)OCO4)cc2c1	15%	-19%	4.6%	-2%	0%	nt	13%
CN(C)S(=O)(=O)c1cccc(-c2nnc(SCCNCCO)n2-c2ccc(F)cc2)c1	-15%	-2%	-2.6%	-27%	6%	nt	-1%
Cc1cccc(NC(=O)COc2ccc(Br)cc2C)n1	38%[activator][38.3 µM]	-12%	0.0%	3%	-19%[46.1 µM]	?	7%
Cc1ccc(C(=O)Nc2ccc3cn[nH]c3c2)cc1S(=O)(=O)N1CCOCC1	8%	-3%	2.3%	-3%	1%	?	9%
CC(=O)N1CCc2cc(S(=O)(=O)NCCC(=O)Nc3cc(C)cc(C)c3)ccc21	27%[38.3 µM]	2%	1.8%	7%	-5%[46.1 µM]	12%	2%

More structures follow.
SMILES	IMPase Li cell	Luc counter	Epigenetic derep	CBFb-RUNX1 inh	NPSR antagonist	LMNA splice mod	aGal spleen mod
CN1CCN(S(=O)(=O)c2ccc(NC(=O)COc3ccccc3)cc2)CC1	11%	-4%	-0.1%	-5%	-1%	nt	4%
O=c1cc(NCc2ccco2)[nH]c(=O)n1-c1ccc(Br)cc1	9%	-1%	0.0%	-1%	0%	2%	14%
O=C(Cc1ccc(Cl)cc1)Nc1ccc(SC(F)F)cc1	10%	1%	-0.9%	13%	-41%	-10%	2%
O=C(c1ccc(N2CCCCC2)c([N+](=O)[O-])c1)N(Cc1ccccc1)c1ccccn1	0%[38.3 µM]	-4%	-1.1%	?	?	-8%	1%
CCOC(=O)C1CCCCN1Cc1ccc(F)cc1 (centres undefined)	-13%[38.3 µM]	-5%	-5.8%	-1%	8%[46.1 µM]	2%	-1%
CC(C)(C)NC(=O)c1cc(F)c(F)cc1Cl	4%[38.3 µM]	-4%	4.7%	-14%	-14%[46.1 µM]	3%	-7%
O=C(NCCN1CCN(c2ccccc2)CC1)C1CCN(S(=O)(=O)N2CCOCC2)CC1	-4%[38.3 µM]	-1%	-0.9%	0%	-2%[46.1 µM]	8%	-5%
CCOC(=O)Cc1csc(NC(=O)Nc2cccc(OC)c2)n1	nt	nt	-1.0%	7%	16%	nt	3%
COc1ccc(CCn2c(C3CCCCC3)nc3c(c(=O)c4ccccc4n3C)c2=O)cc1	nt	nt	-0.5%	0%	?	nt	16%
COc1cc(-c2nnc3sc(-c4cccs4)nn23)cc(OC)c1OC	20%[38.3 µM]	-3%	-1.1%	3%	-19%[46.1 µM]	-3%	-5%
CCc1ccc(Nc2ncccc2C#N)cc1	-15%[38.3 µM]	-18%	-1.4%	9%	9%[46.1 µM]	-5%	1%
CCN1C(=O)c2cccc3c(Cl)ccc(c23)C1=O	0%	-1%	0.0%	-1%	-3%	?	-3%
Cc1c(N=Cc2ccc(Br)s2)cccc1[N+](=O)[O-]	?	-1%	-0.1%	5%	-9%[46.1 µM]	3%	2%
CCN(c1ccccc1)S(=O)(=O)c1ccc(Cl)c(NC(=O)COC(=O)c2ccc(Cl)c(N)c2)c1	-3%	-4%	0.0%	-9%	-3%	-12%	-7%
CCOC(=O)c1c(C)nc2cc(C)cc(C)n12	4%	-1%	1.1%	12%	14%	-7%[46 µM]	2%
COc1ccc(CC2(C)OC(c3ccc(Cl)cc3)=NN2C(C)=O)cc1 (centres undefined)	11%	1%	-3.2%	5%	-28%	?	8%
Cc1ccc2nc(-c3ccccn3)c(NC3CCCC3)n2c1	-1%	-1%	0.0%	4%	4%	6%[46 µM]	0%
CC1CCCCN1C(=O)COc1ccccc1F (centres undefined)	2%	-1%	1.6%	6%	-1%	20%[46 µM]	0%
Cc1cc2nc(-c3cc(N4CCOCC4)ccc3[N+](=O)[O-])ccn2n1	-1%	-2%	-2.0%	7%	4%	0%[46 µM]	-5%
CCN(C(=O)CSc1nnc(-c2ccccc2)n1C)C1CCS(=O)(=O)C1 (centres undefined)	-6%	0%	1.5%	?	10%	nt	8%
CCN(CC)C(=O)C1CCCN(Cc2cccc(F)c2)C1 (centres undefined)	3%[38.3 µM]	-5%	1.4%	6%	0%[46.1 µM]	-3%	2%
O=c1cc(O)nc(SCc2ccccc2)n1-c1ccccc1	2%&5%[38.3 µM]	1%&-3%	-1.1%&-1.1%	-5%&-17%	-19%&-17%[46.1 µM]	?	4%&7%
Cc1cc(NS(=O)(=O)c2ccc(NC(=S)NC(=O)c3ccc(F)cc3Cl)cc2)no1	17%	0%	0.9%	6%	-30%	20%	-1%
CCCCS(=O)(=O)Nc1ccc(C)cn1	2%	-3%	0.0%	-2%	14%	-5%	-11%
O=C(NCCc1nnc2ccc(NCc3cccnc3)nn12)c1ccccc1F	1%	9%	-2.6%	-8%	25%	13%[9.22 µM]	-3%
CC1Cc2ccccc2N1C(=S)NC(=O)c1ccco1 (centres undefined)	-6%	2%	-1.1%	-30%	-21%	5%[46 µM]	-1%
CC1CCN(c2ccc(C(=O)Nc3nnc(C4CC4)s3)cc2[N+](=O)[O-])CC1	-8%	-3%	1.5%	-5%	-16%	-5%	4%
COC(=O)CN(c1nc(C)cc(OC)n1)S(=O)(=O)c1ccccc1	-2%[38.3 µM]	3%	-2.1%	5%	-10%[46.1 µM]	0%	-2%
COC(=O)CS	-10%	nt	nt	17%[21.7 µM]	nt	nt	12%

Five compounds drawn at random from the list so far, as already listed:
SMILES	IMPase Li cell	Luc counter	Epigenetic derep	CBFb-RUNX1 inh	NPSR antagonist	LMNA splice mod	aGal spleen mod
CC1Cc2ccccc2N1C(=S)NC(=O)c1ccco1 (centres undefined)	-6%	2%	-1.1%	-30%	-21%	5%[46 µM]	-1%
O=c1cc(NCc2ccco2)[nH]c(=O)n1-c1ccc(Br)cc1	9%	-1%	0.0%	-1%	0%	2%	14%
CCN1C(=O)c2cccc3c(Cl)ccc(c23)C1=O	0%	-1%	0.0%	-1%	-3%	?	-3%
CC1CCCCN1C(=O)COc1ccccc1F (centres undefined)	2%	-1%	1.6%	6%	-1%	20%[46 µM]	0%
O=C(NCCc1nnc2ccc(NCc3cccnc3)nn12)c1ccccc1F	1%	9%	-2.6%	-8%	25%	13%[9.22 µM]	-3%

In the list so far, these contain an NH in an aromatic ring.
SMILES	IMPase Li cell	Luc counter	Epigenetic derep	CBFb-RUNX1 inh	NPSR antagonist	LMNA splice mod	aGal spleen mod
O=C(N/N=C/c1cccc([N+](=O)[O-])c1)c1c[nH]c2ccccc12	nt	nt	0.0%	3%	-19%	nt	-1%
Cc1ccc(C(=O)Nc2ccc3cn[nH]c3c2)cc1S(=O)(=O)N1CCOCC1	8%	-3%	2.3%	-3%	1%	?	9%
O=c1cc(NCc2ccco2)[nH]c(=O)n1-c1ccc(Br)cc1	9%	-1%	0.0%	-1%	0%	2%	14%

Screening data: PubChem BioAssay, National Center for Advancing Translational Sciences (NCATS)
